Screening results from PubChem BioAssay.
ST2 IL33 inh: IL1RL1 inhibition | Q01638 | AlphaLISA ST2-Fc/biotin-IL-33 interaction, 1 h | inhibition, % for hits at 17 µM | 2.3% of 78,000 active | AID 1259354; in the data active = inhibition above about 30%; inconclusive = mostly about 10% to 28%
Target sequence (Q01638 whole entry, looked up): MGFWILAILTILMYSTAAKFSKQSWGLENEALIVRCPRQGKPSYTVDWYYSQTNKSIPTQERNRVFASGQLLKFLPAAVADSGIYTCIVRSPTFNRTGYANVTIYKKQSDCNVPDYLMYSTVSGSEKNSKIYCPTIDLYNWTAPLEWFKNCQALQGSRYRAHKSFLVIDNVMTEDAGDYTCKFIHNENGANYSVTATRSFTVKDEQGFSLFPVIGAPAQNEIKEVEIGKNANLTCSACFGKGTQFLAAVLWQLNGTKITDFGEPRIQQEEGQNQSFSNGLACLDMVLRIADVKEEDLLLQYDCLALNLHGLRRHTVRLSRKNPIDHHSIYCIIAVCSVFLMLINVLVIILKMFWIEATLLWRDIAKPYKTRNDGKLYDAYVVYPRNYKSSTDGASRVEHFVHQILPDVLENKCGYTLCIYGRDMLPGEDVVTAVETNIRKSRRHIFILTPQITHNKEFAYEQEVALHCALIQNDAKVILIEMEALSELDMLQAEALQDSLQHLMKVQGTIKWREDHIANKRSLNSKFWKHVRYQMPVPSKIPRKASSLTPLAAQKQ
Starred values were filed as active, the others as inactive; i = inactive; ? = inconclusive. This is a subset. The share of hits here may be higher or lower than overall.

nr	compound	ST2 IL33 inh
1	CC1(C(=O)O)CCC(C(=O)Nc2ccc(C(=O)O)cc2)C1(C)C (stereo unspecified)	i
2	O=C(O)c1ccc(C(=O)c2ccc3c(c2)C(=O)N(c2ccc(C(=O)O)cc2)C3=O)cc1	i
3	COc1ccc(OC)c(NC(=O)C(N)=O)c1	?
4	O=S(=O)(c1cccnc1)N1CCn2c1nc1ccccc12	i
5	O=C(NC(Cc1c[nH]c2ccccc12)C(=O)O)c1ccco1 (stereo unspecified)	i
6	CCOC(=O)c1cc(-c2cccc(Br)c2)no1	i
7	N[C@@H](Cc1ccc(F)cc1)C(=O)O	i
8	N#CC1=C(N)Oc2n[nH]c(-c3ccccc3)c2C1c1ccc(Br)cc1 (stereo unspecified)	i
9	CNCC(=O)NCCc1c(OC)ccc2ccccc12	?
10	O=C(O)c1cccnc1CN1CCCC(Oc2ccc(F)cc2)C1 (stereo unspecified)	i
11	C=CCn1cc(C(=O)NC(C)CC)c(=O)c2cc(S(=O)(=O)N3CCCCCC3)ccc21 (stereo unspecified)	?
12	COc1ccc(NC(=O)c2sc3nc4c(cc3c2N)CCCC4)cc1	i
13	NC(=O)c1cccnc1N1CCC2(CCCN(Cc3cccc(F)c3F)C2)C1 (stereo unspecified)	?
14	CCCCOc1ccc(CNC(=O)CN2C(=O)c3cccnc3Sc3ccccc32)cc1	i
15	O=C(Cn1cnc2c(cnn2-c2ccc(F)cc2)c1=O)N1CCCCC1	i
16	O=C(CSc1nc2c(c(=O)n1-c1ccc(F)cc1)SCC2)Nc1cccc(Cl)c1	i
17	CC(C)Cn1c(NCCO)nc2c1c(=O)[nH]c(=O)n2C	i
18	CCOc1ccc(N2CC(NC(=O)C(C)(C)C)CC2=O)cc1 (stereo unspecified)	?
19	CC1CCCN(S(=O)(=O)c2ccc(C(=O)Nc3nnc(-c4ccccc4Cl)o3)cc2)C1 (stereo unspecified)	i
20	Cc1cccc(C(=O)Nc2ccc3c(c2)OCCO3)c1	i
21	O=C(c1ccco1)N(C/C=C/c1ccccc1)CCO	i
22	NS(=O)(=O)c1ccc(CCNC(=O)C2=Cc3cc(Br)ccc3OC2)cc1	i
23	O=C(NC[C@H]1O[C@@H](CO)[C@@H](O)[C@H]1N1CCN(c2ccccc2)CC1)c1cccc(F)c1	92.0%*
24	Cc1ccc(S(=O)(=O)NC2CCCCC2)c2nsnc12	?
25	O=C1C2=C(Nc3[nH]n(-c4ccccc4)c(=O)c3C2c2ccc([N+](=O)[O-])cc2)c2ccccc21 (stereo unspecified)	47.0%*
26	O=C(O)[C@@H]1[C@H](C(=O)Nc2ccc(Cl)cc2Cl)[C@@H]2C=C[C@H]1C2	i
27	COc1ccc(S(=O)(=O)N2CCSC2c2ccc3c4c(cccc24)CC3)cc1 (stereo unspecified)	i
28	CC(C)(O)C#Cc1ccc(C(=O)Nc2cnc3n2CCCC3)o1	?
29	CCn1c(/C=C/c2ccc(OC)cc2)nc2ccccc21	?
30	NC(=O)c1cccc(CC2CCN(C(=O)c3cnccn3)C2)c1 (stereo unspecified)	i

Next section; the last 2 above are carried over.
nr	compound	ST2 IL33 inh
29	CCn1c(/C=C/c2ccc(OC)cc2)nc2ccccc21	?
30	NC(=O)c1cccc(CC2CCN(C(=O)c3cnccn3)C2)c1 (stereo unspecified)	i
31	O=C(O)C(CO)Nc1ncnc2ccccc12 (stereo unspecified)	i
32	Cc1ccccc1CSCC(=O)NC1CC1	i
33	O=C(c1cccc(Br)c1)N1CCOCC1	i
34	c1cncc(CN2CCN(Cc3ccc4c(c3)OCO4)CC2)c1	i
35	O=C1NCC(=O)N2CCN(Cc3ccc(Cl)s3)CC12 (stereo unspecified)	i
36	CCOc1cc(C(=O)Nc2sc(C)c(CC)c2C(N)=O)cc(OCC)c1OCC	i
37	Cc1nc2cc(-c3ccccc3)nn2c(C)c1CCC(=O)NC1CCCCCC1	i
38	CCOC1C(OCC)N(S(=O)(=O)c2ccccc2)CCN1S(=O)(=O)c1ccccc1 (stereo unspecified)	i
39	O=C(O)c1ccc(Br)c(N2C(=O)c3cc(Cl)c(Cl)cc3C2=O)c1	i
40	CCc1nnc(Cn2cc(-c3ccnc4ccccc34)nn2)s1	?
41	O=C(c1ccccc1)n1cnc2ccccc21	i
42	CC(=O)N(c1ccc2oc(=O)sc2c1)S(=O)(=O)c1ccc(Br)cc1	i
43	Cc1nc(CN(C)C(=O)c2cccc(NCc3ccccn3)c2C)cs1	i
44	CCc1ccc(C2CC(c3ccc(Cl)cc3)n3nc(N)nc3N2)cc1 (stereo unspecified)	i
45	Cc1cccc(CNCCC(=O)Nc2ccc(C(N)=O)cc2)c1C	i
46	Cc1ccsc1C1C(C#N)=C(N)OC2=C1C(=O)CC(C)C2 (stereo unspecified)	i
47	COc1ccccc1NS(=O)(=O)c1ccc2c(c1)CCN2C(=O)C1CC1	i
48	NC(=O)Cn1c(=O)n(CC2CCC(C(=O)NCc3ccco3)CC2)c(=O)c2sccc21 (stereo unspecified)	i
49	CN1CCC(N(C)Cc2ccc(-c3ccccc3[N+](=O)[O-])o2)CC1	i
50	CC(C)CC1CCCCC1OC(=O)CN1CCCCC1 (stereo unspecified)	?
51	CC(C)Oc1ccc(-c2nn(-c3ccccc3)cc2/C=c2\sc3ncnn3c2=O)cc1	?
52	Cc1c(CC(Cl)(Cl)Cl)c2c(n1O)CC(C)(C)CC2=O	i
53	CC(C)N(C(=O)c1ccc(Br)o1)C(C)C	i
54	CC(=O)c1cccc(Oc2nc(C)nc3sc4c(c23)CCCC4)c1	?
55	Cn1ccnc1CN(Cc1ccc(-c2ccccn2)cc1)C1CC1	i
56	OCCc1ccc(O[C@@H]2O[C@H](CO)[C@@H](O)[C@H](O)[C@H]2O)cc1	?
57	CC1(C)OC(=O)C(=CNc2ccc(C(=O)O)cc2)C(=O)O1	i
58	CCn1c(C(=O)O)c(CC(=O)NC2CCCCCC2)c2ccccc21	i
59	COc1ccc(-c2nnc([C@H]3CCN(C4CCOCC4)C3)o2)cc1	i
60	COc1ccc(C2CC(c3cccs3)=NN2c2ccccc2)cc1 (stereo unspecified)	?

In another format: entries from further up
(41) O=C(c1ccccc1)n1cnc2ccccc21
  ST2 IL33 inh = i

(42) CC(=O)N(c1ccc2oc(=O)sc2c1)S(=O)(=O)c1ccc(Br)cc1
  ST2 IL33 inh = i

(43) Cc1nc(CN(C)C(=O)c2cccc(NCc3ccccn3)c2C)cs1
  ST2 IL33 inh = i

(44) CCc1ccc(C2CC(c3ccc(Cl)cc3)n3nc(N)nc3N2)cc1 (stereo unspecified)
  ST2 IL33 inh = i

Continuation.
nr	compound	ST2 IL33 inh
61	O=C(NCCN1CCOCC1)c1ccc2c(c1)N(Cc1c(F)cccc1Cl)C(=O)CS2	i
62	CCCn1c(=N)n(CC(=O)OCC)c2ccccc21	i
63	CCOC(=O)c1ccc(Nc2ncnc3ccc(Br)cc23)cc1	i
64	Cn1cc(CC(=O)NC2CCCCC2)c2ccccc21	i
65	CCOc1ccccc1NC(=O)CSc1nnc(Cc2cc(=O)[nH]c(=O)[nH]2)n1-c1ccccc1	i
66	CC(C)c1ncc(C(=O)N2CCN(C)C3(CCN(C)CC3)C2)c(=O)[nH]1	?
67	O=C(Oc1cccc(-c2cnc3ccccc3n2)c1)c1ccco1	i
68	CCN(CC)c1ccc(/C=C2/S/C(=N\O)NC2=O)cc1	i
69	CC(=O)Nc1ccc(S(=O)(=O)NC2CCCCC2)cc1	i
70	COc1cccc(-c2nccn2-c2cccc(C(C)=O)c2)c1OC	i
71	O=C(O)c1ccc(-n2c(/C=C\c3cc(Br)ccc3O)nc3ccccc3c2=O)cc1	i
72	[N-]=C=C1C(=O)N(CCc2ccccc2)C(=O)C([n+]2ccccc2)C1c1ccc([N+](=O)[O-])cc1 (stereo unspecified)	42.0%*
73	O=C(Cn1nnc([N+](=O)[O-])n1)c1cccs1	i
74	O=C(NCc1cccnc1)C1CCN(S(=O)(=O)c2cccs2)CC1	i
75	COc1ccc(CCNc2nc(C)cc(C(F)(F)F)n2)cc1OC	i
76	CCC(C)NC(=O)c1nn2c(c1Cl)NC(c1ccc(OC)cc1)CC2C(F)(F)F (stereo unspecified)	?
77	COc1ccccc1-n1cnc2cc(NCc3ccc(Cl)cc3)ccc21	i
78	Cc1ccccc1NCc1nc2ccccc2n1CCOc1ccccc1	i
79	COc1cccc(N2C(=O)Nc3ccccc3C2(O)C(=O)NC2CCCCCCC2)c1 (stereo unspecified)	i
80	O=C(NC1CCCCCC1)c1ccc(NC2=NC3CS(=O)(=O)CC3S2)cc1 (stereo unspecified)	i
81	OCCCNc1nc2nonc2nc1Nc1ccccc1F	i
82	Oc1c(C=Nc2ccc(F)cc2)[nH]c2ccc(Br)c(Cl)c12	30.0%*
83	Cc1nn(-c2cccc(Br)c2)c(C)c1[C@@H]1C=C[C@@H](NC(=O)CC(C)(C)CC(=O)O)C1	i
84	CC(C)C(=O)N1c2ccccc2NC2=C(C(=O)CCC2)C1c1ccc(N(C)C)cc1 (stereo unspecified)	?
85	CCC(c1ccccc1)c1nc(-c2ccc([N+](=O)[O-])cc2)no1 (stereo unspecified)	?
86	COc1ccc(C2CC(c3ccccc3Cl)Nc3ncnn32)cc1 (stereo unspecified)	i
87	COc1ccc(S(=O)(=O)N2CCN(c3nc(C)cc(N4CCCCC4)n3)CC2)cc1	i
88	CN(C)S(=O)(=O)CCNC(=O)c1cccc(-c2ncc[nH]2)c1	i
89	Cc1nc(N(C)C)nc(N2CCC(N(C)C)C2)c1C (stereo unspecified)	?
90	Cc1ccc(-c2ccc[nH]c2=O)c(-n2cccn2)c1	i
91	COc1cc(NC(=O)c2c(-c3c(F)cccc3Cl)noc2C)c(OC)cc1Cl	i
92	O=C(Nc1ccc(N2CCCC2)cc1)c1ccc(Br)cc1	?
93	CCn1c(C2CCN(C(=O)C(C)n3cncn3)CC2)nn(C)c1=O (stereo unspecified)	i
94	COc1ccc2nc(Nc3ccc4c(c3)OCO4)sc2c1	i
95	COc1ccc(N2CCN(c3ncnc4c3cnn4-c3ccc(Cl)cc3)CC2)cc1	?
96	COc1cc([N+](=O)[O-])ccc1N=Cc1nc(-c2ccccc2F)oc1O	i
97	COc1cc2c(cc1CN1C[C@H](O)[C@@H](N3CCN(C)CC3)C1)OCCCO2	i
98	CC(C)(C)C(=O)NCCCc1nc2ccccc2n1CC(=O)c1ccccc1	i
99	COc1cccc(OCCNC(=O)Nc2cc(F)c(F)cc2Cl)c1	i
100	CC1=CC(C)C2C(=O)N(CCCN(C)C)C(=O)C2C1 (stereo unspecified)	i
101	CCSc1nnc(NC(=O)CCc2ccc(OC)cc2)s1	i
102	CC(=O)c1ccc(N2C(=O)C3C4C=CC(CC4)C3C2=O)cc1 (stereo unspecified)	?
103	Cc1nc2ncnn2c(C)c1Cc1ccc(Cl)cc1F	i
104	COc1ccccc1/C=C/C1=NC(=C\c2ccc([N+](=O)[O-])cc2)/C(=O)O1	i
105	O=C(c1ccc(C(F)(F)F)cc1)N1CCN(S(=O)(=O)c2cc3c4c(c2)CCN4C(=O)CC3)CC1	i
106	CN(Cc1csc(-c2cccs2)n1)C(=O)c1ncc[nH]1	i
107	CC1(C)CC(=O)C2=C(C1)Nc1ccccc1NC2c1ccc2c(c1)OCO2 (stereo unspecified)	i
108	COc1cc(S(=O)(=O)N2CCN(c3nc(C)cc(N4CCCCC4)n3)CC2)c(C)cc1C	?
109	COc1ccc(C(=O)NC(Nc2ccc(S(N)(=O)=O)cc2)C(Cl)(Cl)Cl)cc1 (stereo unspecified)	?
110	Clc1ccc(OCCN2CCCCCC2)cc1	i
111	Cc1ccc(-c2nc3n(n2)C(=O)CC(c2cccc([N+](=O)[O-])c2)S3)cc1 (stereo unspecified)	i
112	O=C(NCc1ccccc1-n1ccnc1)c1ccc2c(c1)CCO2	?
113	Cc1nnc(SCCC(=O)N2[C@@H]3CC[C@H]2CNC(=O)C3)s1	?
114	Oc1ccc(Br)cc1-c1nc2cnccn2c1NC1CCCCC1	i
115	Cc1ccc(-n2nc3c(c2NC(=O)c2ccc(F)cc2)CSC3)cc1	i
116	CCOC(=O)C1=NN(c2ccccc2)C2C(=O)N(c3cccc(Cl)c3)C(=O)C12 (stereo unspecified)	i
117	CCCC12CN3CC(C)(CN(C1)C3c1ccc(OC)cc1)C2=O (stereo unspecified)	i
118	OCCn1c(-c2ccc(Cl)c(Cl)c2)csc1=Nc1ccccc1	48.0%*
119	Oc1ccccc1C1=NNC(c2ccccc2)C1 (stereo unspecified)	?
120	CCOc1ccccc1C1C(C(=O)Nc2ccccc2)=C(C)Nc2nc(-c3ccccc3)nn21 (stereo unspecified)	i

More records:
nr	compound	ST2 IL33 inh
121	O=C(C1CC1)N1CCc2cc(Br)cc(S(=O)(=O)N3CCOCC3)c21	i
122	COc1ccccc1C1CN(Cc2c(C)nc3sccn23)Cc2ccccc2O1 (stereo unspecified)	?
123	CCOc1cc2c(cc1OCC)C1C(C(=O)N3CCCC3)c3ccccc3C(=O)N1CC2 (stereo unspecified)	i
124	Cc1ccc(C(=O)Nc2c(-c3cccs3)nc3ccccn23)cc1C	i
125	Cc1ccc(NC(=O)CSc2cn(CCNC(=O)c3ccccc3F)c3ccccc23)c(C)c1	i
126	COc1cccc(C(=O)Nc2ccc(Nc3nc(C)cc(Nc4ccccc4)n3)cc2)c1	i
127	O=S(=O)(NCc1nc2cccnc2n1Cc1ccccc1Cl)c1ccccc1Cl	i
128	COc1ccc(Br)cc1C1SCCN1S(=O)(=O)c1ccccc1 (stereo unspecified)	i
129	O=C(c1cn(-c2ccccc2)nn1)N(Cc1ccsc1)CC1CCCO1 (stereo unspecified)	i
130	Cc1ccc(-c2noc([C@@H]3Cc4nc[nH]c4CN3C(=O)c3ccc(F)cc3)n2)cc1	i
131	Cc1ccc(C)c(Cn2nnc(C(=O)NCc3ccc(Cl)cc3Cl)c2N)c1	i
